Source: PubChem BioAssay
CHRM4 PAM = CHRM4 positive allosteric modulation | P08173 | CHO-K1 hM4/Gqi5, Fluo-8 calcium fluorescence, ACh EC20; 0% = ACh EC20, 100% = maximal ACh | activation, % at 3 µM | 360,000 compounds, 0.4% hits;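 active = activation above its plate's cutoff, the mean activation of sample wells plus 3 SD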; also: some results filed as inactive read as strong as hits
Target sequence (P08173 whole entry, looked up): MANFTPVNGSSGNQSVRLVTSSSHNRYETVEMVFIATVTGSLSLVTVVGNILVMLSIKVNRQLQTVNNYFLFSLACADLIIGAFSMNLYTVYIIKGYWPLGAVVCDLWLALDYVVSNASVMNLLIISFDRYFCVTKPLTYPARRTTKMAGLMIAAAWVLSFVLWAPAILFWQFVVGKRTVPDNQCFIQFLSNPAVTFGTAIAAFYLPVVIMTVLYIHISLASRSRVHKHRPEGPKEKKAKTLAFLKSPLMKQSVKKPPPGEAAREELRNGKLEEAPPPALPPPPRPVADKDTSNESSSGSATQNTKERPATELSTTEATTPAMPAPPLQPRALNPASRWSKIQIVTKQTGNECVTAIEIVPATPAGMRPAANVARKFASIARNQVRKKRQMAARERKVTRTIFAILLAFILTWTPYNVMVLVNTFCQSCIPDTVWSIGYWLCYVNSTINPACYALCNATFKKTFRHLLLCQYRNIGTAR
CHO-K1 Ca antag = nonselective inhibitor or artifact in parental CHO-K1 cells. inhibition, % at 3 µM. ATP-induced calcium, Fluo-8 fluorescence. 360,000 compounds, 0.6% hits. AID 602250;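 active = inhibition above a per-plate cutoff, the plate's mean sample inhibition plus 3 SD, cut at about 24% in these data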;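 also: 0% = DMSO plus EC80 ATP and 100% = DMSO alone without ATP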
M4 antag = blocks acetylcholine activation of human M4 receptor | P08173 | CHO-hM4 cells, ACh EC80, Fluo-8 calcium fluorescence | inhibition, % at 3 µM | 360,000 compounds, 0.73% hits | AID 624125;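 active = inhibition above its plate's cutoff, the mean inhibition of sample wells plus 3 SD, cut at about 27% in these data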;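 also: 0% = acetylcholine EC80 with DMSO and 100% = DMSO without agonist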
M4 ag = CHRM4 agonism in calcium assay; P08173; CHO-K1 hM4/Gqi5, Fluo-8 calcium fluorescence; vehicle 0%, full acetylcholine response 100%; activation, % at 3 µM; 360,000 compounds, 0.14% hits;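 active = activation above the run mean over all test wells plus 3 SD, cut at about 32% in these data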;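 also: peak over basal fluorescence ratio per well then scaled between controls; 0% = DMSO wells and 100% = acetylcholine at EC100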
CHO-K1 Ca PAM = nonselective activator or artifact in parental CHO-K1 calcium assay; ATP EC20, Fluo-8 calcium fluorescence; 0% at ATP EC20, 100% at ATP max; activation, % at 3 µM; 360,000 compounds, 0.02% hits;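 active = activation above the run cutoff, the mean activation of all test compounds plus 3 SD, cut at about 40% in these data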;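 also: peak over basal fluorescence ratio in a 140 s read after ATP addition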
CHRM5 antagonist = antagonists of human muscarinic M5 receptor (CHRM5); P08912; CHO-hM5 cells, Fluo-8 calcium fluorescence, ACh EC80; inhibition, % at 3 µM; 360,000 compounds, 0.59% hits;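 active = inhibition above a per-plate cutoff, the mean of that plate's test compounds plus 3 SD, cut at about 27% in these data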;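 also: 0% = acetylcholine EC80 with DMSO and 100% = DMSO without agonist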
Target sequence (P08912 whole entry, looked up): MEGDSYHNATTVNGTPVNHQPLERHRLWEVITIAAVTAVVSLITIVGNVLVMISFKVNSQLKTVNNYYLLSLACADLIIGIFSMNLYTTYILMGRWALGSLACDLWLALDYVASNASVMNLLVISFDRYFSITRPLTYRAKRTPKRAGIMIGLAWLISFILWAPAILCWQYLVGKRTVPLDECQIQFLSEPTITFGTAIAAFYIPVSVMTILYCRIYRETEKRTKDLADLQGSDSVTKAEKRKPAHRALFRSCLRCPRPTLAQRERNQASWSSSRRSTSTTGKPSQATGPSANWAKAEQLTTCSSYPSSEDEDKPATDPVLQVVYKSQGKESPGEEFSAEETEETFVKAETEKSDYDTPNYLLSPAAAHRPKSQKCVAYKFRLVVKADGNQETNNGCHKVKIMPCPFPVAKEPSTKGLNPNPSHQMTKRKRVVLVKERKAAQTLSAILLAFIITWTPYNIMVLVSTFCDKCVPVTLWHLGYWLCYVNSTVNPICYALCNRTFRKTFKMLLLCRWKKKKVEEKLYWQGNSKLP
M5 ag = agonists of human muscarinic M5 receptor (CHRM5); activation, % at 3 µM; P08912; CHO-K1 hM5 cells, Fluo-8 calcium fluorescence; 0% DMSO wells, 100% maximal acetylcholine response; 360,000 compounds, 0.19% hits; AID 624037;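 active = activation above the run's mean over test compounds plus 3 SD, cut at about 23% in these data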;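 also: signal is peak over basal fluorescence ratio across the kinetic read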
CHRM5 PAM = CHRM5 positive allosteric modulation; CHO-K1 hM5, Fluo-8 calcium, ACh EC20 PAM; 0% = ACh EC20, 100% = ACh EC100; P08912; 360,000 compounds, 0.3% hits; activation, % at 3 µM;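 active = activation above the run cutoff, the mean activation of all test compounds plus 3 SD, cut at about 18% in these data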
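Measured by: Fluo-8 calcium fluorescence; material: human M5 receptor in CHO-K1 cells; schedule: Post-acetylcholine fluorescence recording 140 s; benchmarks: low control EC20 acetylcholine (0%), high control EC100 acetylcholine (100%); read-out: Max/basal fluorescence ratio as % of EC20–EC100 ACh window; compound: single dose, 3 µM nominal final test concentration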
CHO-K1 Ca ag = nonselective activator or artifact in parental CHO-K1 cells | Fluo-8 calcium fluorescence; scaled to maximal ATP response, vehicle zero | activation, % at 3 µM | 360,000 compounds, 0.48% hits | AID 602248; in the data active = activation above about 15%;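 also: untransfected CHO-K1 host cells lacking M1 receptor as counterscreen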
Numbers without * were called inactive; x = no result given. No enrichment for hits; 2.7% or so of the library scored in one or more.

The line under a structure holds: CHRM5 PAM	M4 antag	M5 ag	CHO-K1 Ca ag	M4 ag	CHRM4 PAM	CHO-K1 Ca PAM	CHRM5 antagonist	CHO-K1 Ca antag
CCN1C(=NCc2ccco2)N[C@@H](c2cccc(C(F)(F)F)c2)C(C(=O)OC)=C1C
  -6	27*	-3	1.1	3	2	-4	20	-10
CCOC(=O)C1CCCN(c2c(NCCC(C)C)c(=O)c2=O)C1 (configuration not stated)
  -1	-9	-5	1.9	1	-1	-19	1	-7
CSCCC(=O)N1CCC(n2nccc2NC(=O)CCCc2ccccc2)CC1
  14	-4	-1	0.1	1	3	15	-20	-12
Cc1ccc(S(=O)(=O)N2[C@@H](c3ccc(Cl)cc3)C(C(=O)O)=CC[C@H]2c2ccc3c(c2)OCO3)cc1
  4	-2	3	0.0	0	2	4	3	-17
Cc1ccc2c(c1)C(=O)CC1(CCC(C(C)(C)C)CC1)O2 (configuration not stated)
  1	9	4	-0.6	1	-2	-2	-3	-2
O=C(Nc1cccc(F)c1)[C@@H]1CCCN1
  6	-11	3	0.9	1	7	5	-8	-10
Cc1ccc(C(=O)CN(C(=O)c2ccc(Cl)c(Cl)c2)N2C(=O)C3C4C=CC(C4)C3C2=O)cc1 (configuration not stated)
  -9	1	2	0.2	2	-10	1	-1	-7
CN1CCN(CC(=O)N2c3ccc(S(=O)(=O)NCCNC(=O)OC(C)(C)C)cc3C(=O)Nc3cccnc32)CC1
  5	-7	-2	0.3	1	1	-8	7	2
COc1ccc(NC(=O)CN2C(=O)C(c3ccccc3)=NC23CCCCCC3)cc1OC
  0	-8	0	1.5	2	10	16	1	-20
O=C(NC(=S)NCCSc1ccccc1)c1cccnc1
  1	-17	-3	0.3	2	0	19	-10	-6
COC(=O)C1CCN(C(=O)COC(=O)CC(NC(C)=O)c2ccccc2)CC1 (configuration not stated)
  3	0	0	-0.2	1	-3	10	0	1
Clc1ccc(SCCCCn2ccnc2)cc1
  -7	7	-6	0.9	3	2	4	2	-5
Cc1[nH]nc(Nc2ccc(O)cc2)c1[N+](=O)[O-]
  -5	-5	-5	0.1	1	0	6	5	-3
O=S(c1cc(Cl)cc(Cl)c1O)c1cc(Cl)cc(Cl)c1O
  -13	0	2	2.6	5	0	0	7	-10
Cn1c(SCC(=O)N2CCOCC2)nc2cccnc21
  21*	4	-3	0.6	1	-2	18	-18	-14
O=C(CSc1nnc(CNC(=O)c2cccc(C(F)(F)F)c2)o1)NC1CCCCC1
  -9	-14	-3	0.1	1	4	7	9	5
Cc1ccc(NC(=O)CCn2nc([N+](=O)[O-])cc2C)nc1
  1	9	-1	0.0	0	-3	5	-5	-5
COc1cccc2c(=O)n(CC(=O)Nc3ccc(F)cc3F)ccc12
  -4	18	0	-0.2	0	-4	-6	3	11
Cc1ccc(S(=O)(=O)OCC(=O)Nc2ccc(C(=O)O)c(O)c2)cc1
  -9	-7	4	0.2	5	-4	16	5	-15
CC(C)NC(=S)NN=C1CCC(c2ccccc2)CC1 (configuration not stated)
  -1	-15	-7	-0.3	0	8	8	-14	3
CO[C@H]1CN(C)C(=O)c2ccc(NC(=O)C3CCC3)cc2OC[C@H](C)N(Cc2ccc(F)cc2)C[C@@H]1C
  0	-8	2	x	10	-1	x	9	x
Cc1noc(C)c1-c1ccc2ncnc(NC(C)c3ccco3)c2c1 (configuration not stated)
  11	-5	-2	0.1	2	14	3	3	-1
Cn1cc(/C=C2\SC(=O)NC2=S)c2ccccc21
  -2	7	-2	0.1	0	-6	14	15	-15
CCNC(=O)COc1ccc2ccccc2c1
  -8	1	5	2.4	4	-5	-6	2	8
CN(CC(=O)Nc1ccc(OC(F)(F)F)cc1)C(=O)Cn1c(=O)cnc2ccccc21
  1	-18	1	1.0	2	5	5	3	-15
COC(=O)c1ccc(NC(=O)c2ccc(NS(=O)(=O)c3cccc4cccnc34)cc2)cc1
  -4	-11	-3	1.8	4	-1	7	6	-13
Cc1cccc(OCCOC(=O)c2c(-c3ccccc3)noc2C)c1
  -2	-2	-5	-0.1	-1	-4	28	5	-23
CC1CC1C(=O)N(CCC1=CCCCC1)c1c(N)n(Cc2ccccc2)c(=O)[nH]c1=O (configuration not stated)
  6	-2	-3	0.6	0	5	9	-1	-1
CCN(C)Cc1c(C(=O)N2CCc3ccccc3C2)nc2ccc(Cl)cn12
  4	1	-2	0.3	0	-2	21	-6	-2
Cc1cc(NC(=O)CSc2nnc(CNc3cccc(C(F)(F)F)c3)n2Cc2ccco2)no1
  -1	7	5	2.6	3	1	16	12	-3
C[C@H]1CN([C@@H](C)CO)C(=O)c2cc(Br)cnc2O[C@@H]1CN(C)C(=O)C1CCC1
  4	-18	-1	-0.3	0	7	10	-7	4
OCCNC(=S)c1ccccc1
  -9	12	2	4.1	19	2	3	14	3
CC(=O)Nc1cccc(C(=O)OCC(=O)Nc2nnc(-c3ccccc3)o2)c1
  -6	6	2	0.6	1	-4	6	1	-7
COc1ccccc1-n1cnc2sc(-c3ccccc3)cc2c1=O
  -4	8	0	1.1	1	-4	15	10	-7
COc1cc(C)c(S(=O)(=O)NCCCn2ccnc2)cc1C
  1	1	-7	0.4	0	4	18	-4	-12
COC(=O)c1c(NC(=O)C2CC=CCC2C(=O)O)sc(C)c1C (configuration not stated)
  7	11	1	3.5	0	9	20	-2	-12
CCCCN(CC)CCNC(=O)c1cc2c(=O)n(C)c3ccccc3c2n1C
  1	-10	0	-0.1	0	-5	10	1	2
CCN(CC)c1ccc(CNc2nc3ccccc3n2CC)cc1
  8	-7	-7	4.0	2	3	21	5	-19
CCOc1ccc(OCC)c(Nc2cc(C)nc3ncnn23)c1
  4	-11	0	0.1	0	4	28	-8	-14
c1cc2c(cc1CN1CCN(C3CCCCCC3)CC1)OCO2
  -14	46*	-8	0.3	0	-16	3	9	-15
N#CC1(NC(=O)COC(=O)C23CC4CC(CC(O)(C4)C2)C3)CCCCC1
  -3	0	-1	0.6	1	-1	-15	3	-2
COc1cc(/C=C2/SC(=S)N(CC3CCCO3)C2=O)ccc1O (configuration not stated)
  -8	18	23	18*	33*	-25	5	18	15
c1ccc2c(-c3nnc4n3CCCCC4)cc(-c3ccncc3)nc2c1
  2	-14	-3	0.5	3	10	26	-5	-20
O=C(Nc1ccc(F)c(Cl)c1)C1CCCN(c2cnccn2)C1 (configuration not stated)
  -2	2	0	4.4	6	-1	16	-1	0
CCOC(=O)c1c(C)n(C)c2ccc(OC)c(NC(=O)c3cccs3)c12
  6	-7	-1	0.1	2	6	17	-2	-9
O=C(OCC(=O)N1CCCC1)c1cc(Br)ccc1Cl
  0	-4	-1	0.1	0	6	-16	7	15
NS(=O)(=O)c1ccc(NC(=S)N2CCN(c3cccc(Cl)c3)CC2)cc1
  -6	0	-5	0.3	3	1	0	10	10
COc1cc(C(C2C(=O)CC(C)(C)CC2=O)C2C(=O)CC(C)(C)CC2=O)ccc1OC(C)=O
  3	-8	-3	1.6	1	16	11	0	-13
CCOC(=O)NCCOC(=O)Nc1ccc(Cl)cc1
  2	-8	3	2.7	3	2	13	-2	-13
COc1cccc(CN(C(=O)Cc2c[nH]c3ccccc23)C(C(=O)NC2CCCCC2)c2cccs2)c1 (configuration not stated)
  -10	6	-1	0.8	3	-13	11	3	2

Additional entries.
The line under a structure holds: CHRM5 PAM	M4 antag	M5 ag	CHO-K1 Ca ag	M4 ag	CHRM4 PAM	CHO-K1 Ca PAM	CHRM5 antagonist	CHO-K1 Ca antag
CCCCCC(=O)N1C[C@@H](n2cc(COC(=O)c3ccccc3)nn2)[C@H](O)C[C@@H]1c1ccc(C)cc1
  -4	-5	-2	0.7	4	2	17	-6	-11
COc1cc(-c2c(-c3ccc4c(c3)OCO4)noc2C)ccc1F
  -3	4	-7	-0.4	0	0	-10	9	-10
O=C(NCc1ccco1)C(=O)c1cn(CC(=O)N2CCCCC2)c2ccccc12
  5	-1	-1	0.3	1	3	14	3	-6
CCCN1CCN(C(=O)C(NC(=O)c2ccco2)C(C)C)CC1 (configuration not stated)
  9	4	-3	0.8	-1	-4	6	1	4
CN1/C(=C\C=C(/C#N)C(=O)Nc2ccc(Cl)cc2)C(C)(C)c2ccccc21
  -1	-10	3	1.1	1	16	14	7	-2
Cc1ccc(NS(=O)(=O)c2cc(C(=O)N3CCN(C)CC3)ccc2C)cc1C
  3	-18	-10	0.1	1	15	17	-7	-7
Cc1ccc(C(=O)/C=C/N(C)C)o1
  0	-3	1	0.6	1	-2	10	-5	4
CCCCN(CCCC)c1nc2ccccc2nc1C(C#N)C(=O)NCCCOC (configuration not stated)
  2	-8	1	0.3	2	1	10	-1	-7
CCn1c(O)c2ccc(C(=O)N=NC(=O)c3cccnc3)cc2c1O
  -1	-8	-4	0.3	1	11	-2	7	8
N#C/C(=C\c1ccc(OCc2ccc(C(=O)O)cc2)cc1)C(=O)N1CCOCC1
  -2	7	-1	-0.4	1	1	7	3	2
CCN1C/C(=N\S(=O)(=O)/N=C2\CN(CC)C(=O)N2CC)N(CC)C1=O
  -5	4	-1	0.2	0	-5	3	9	-2
Cn1c(C(=O)NC2CC2)cc(=O)n(C)c1=O
  1	-1	-2	1.5	1	10	9	-5	-11
O=C(CN1CCOc2ccccc21)NCc1ccc(F)cc1
  -1	-10	-1	1.6	2	7	31	3	-14
CC(=O)NC(CC(=O)OCC(=O)Nc1ccc2c(c1)OCO2)c1ccccc1 (configuration not stated)
  3	4	-2	0.8	1	0	-17	-5	4
O=C(NNC(=O)c1ccccc1-c1ccccc1C(=O)O)c1ccccc1
  -6	3	-3	-0.5	1	5	-5	-3	-1
CCN(Cc1ccncc1)C(=O)c1cc(COc2ccc(OC)cc2Cl)on1
  -3	8	1	5.9	7	-4	5	-1	-6
COc1ccc(NC(=O)NS(=O)(=O)c2ccc(C)cc2)c(OC)c1
  1	9	0	0.2	-1	-3	-4	-4	-3
O=C(NC(CC1CCCCC1)C(=O)O)c1ccccc1 (configuration not stated)
  -4	6	0	0.0	1	8	-20	8	7
Cc1ccc(Cn2c(=N)c(C(=O)NCC3CCCO3)cc3c(=O)n4cccc(C)c4nc32)cc1 (configuration not stated)
  -2	2	-3	0.0	0	-5	-5	5	-11
Cc1ccc(C(=O)NC(=S)Nc2ccc3[nH]c(=O)[nH]c3c2)c(C)c1
  0	-1	1	-0.5	1	13	15	11	-16
Cc1nc(SCC(=O)N2CCOCC2)c2c(C)c(C)sc2n1
  2	-24	2	2.9	8	12	6	-1	-12
CCOC(=O)C1=CC[C@@H](c2cccc(Br)c2)N(S(=O)(=O)c2ccc(F)cc2)[C@H]1c1cccc(Cl)c1
  -3	14	0	x	2	-10	x	2	x
Cc1ccccc1C(OCCN(C)C)C1CCCCC1 (configuration not stated)
  -17	83*	-7	-0.1	5	-18	-1	99*	0

Whole records, quoted from the list. Order of values: CHRM5 PAM | M4 antag | M5 ag | CHO-K1 Ca ag | M4 ag | CHRM4 PAM | CHO-K1 Ca PAM | CHRM5 antagonist | CHO-K1 Ca antag
Record of CCN1C(=NCc2ccco2)N[C@@H](c2cccc(C(F)(F)F)c2)C(C(=O)OC)=C1C → -6 | 27* | -3 | 1.1 | 3 | 2 | -4 | 20 | -10
Record of OCCNC(=S)c1ccccc1 → -9 | 12 | 2 | 4.1 | 19 | 2 | 3 | 14 | 3
